IkB signaling: inhibitors of IkB signaling in ABC-DLBCL cells; ABC-DLBCL IkBa-CBG/CBR dual luciferase ratio, 4 h; response scale: scaled: untreated 0%, proteasome inhibitor 100%; Potency, µM (series often up to 57.1 µM), for inactives: at the top dose IkBa stabilization activation; 110,000 compounds, 0.04% hits; active means well fitted curve in the direction sought with a large enough effect in the signal ratio, not every such curve was filed as active; inconclusive means small, poorly fitted or top-dose-only effect, or a change in a side signal; the % refers to the signal ratio;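 further: the direction sought is a rising ratio; 0% = basal untreated cells and 100% = reference inhibitor full response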
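Luminescence ratio of IκBα-fused green versus native red beetle luciferase in OCI-Ly3 cells, 4 h post-doxycycline with compound; red signal alone, scaled from basal (0%) to zero light (-100%), flagged nonspecific or cytotoxic effects.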
p53ts 39C kill: kills p53ts cells at the nonpermissive temperature | AID 902 | Potency, µM (highest dose often 46.1 µM), for inactives: at the top dose activity change, negative = cell killing, most hits filed as cytotoxic | 130,000 compounds, 1.5% hits | H1299-p53A138V viability at 39C, ATP luminescence, 24 h; further: nearly all actives have a fitted effect of over 55% in size
Peg3 imprint: genomic imprint erasure induction; 110,000 compounds, 0.02% hits; Potency, µM (top dose mostly 60.7 µM), for the others: at the highest dose activity change, positive = activation, actives largely listed as activators; mouse ES Peg3-LacZ reporter, beta-gal luminescence, 40 h; AID 1948;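 further: 0% = negative control wells on the plate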
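Readout: BetaGlo luminescence (5 min, room temp) for LacZ from the normally silent maternal Peg3 allele in female Peg3LacZ-Neo ES cells. Cells 300/well, 40 h, 37C, 5% CO2. Data normalized per plate to negative controls.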
p53ts 32C kill: cytotoxicity in p53ts cells at permissive temperature | AID 924 | 130,000 compounds, 0.93% hits | H1299-p53A138V at 32C, ATP luminescence viability, 24 h | Potency, µM (top dose mostly 46.1 µM), for inactives: top-dose activity change, negative = cytotoxicity, most hits filed as cytotoxic;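 further: 0% = DMSO and -100% = full killing by reference compound; nearly all actives have a fitted effect of over 55% in size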
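ATP-content luminescence (ATPlite) read-out after 24 h compound exposure at 32C in H1299-p53A138V cells (600/well). Tested up to 46 uM. Normalized to DMSO (0%) and 100 uM tamoxifen (100% killing); Hill-fit AC50.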
* hit, by the source's call; ? = inconclusive; · = no result given; [ ] = remark or other dose. Unless noted, the call rests on the fitted dose curve; in most records, active means well fitted curve in the direction sought with a large enough effect; inconclusive means small, poorly fitted or top-dose-only effect, or another doubt; inactive means no such curve, though single readings can be large; an effect the other way counts as inactive or inconclusive. Unless noted, on the % scale 0 is the no-effect control and ±100 the full control effect; potency means the concentration at half of the fitted maximal effect.

Sample of the layout (4 entries):
SMILES	IkB signaling	p53ts 39C kill	Peg3 imprint	p53ts 32C kill
COc1ccc(/C=C2\OC(=S)N(C)C2=O)cc1	·	7%	·	7%
Cc1nnc(NC(=O)CSC2CCCCC2)s1	-0.6%	12%	-32%[inhibitor]	3%
CCN(CC)S(=O)(=O)c1ccc(NC(=O)C(C)N(c2ccccc2)S(C)(=O)=O)cc1 (stereo unspecified)	·	-11%	·	2%
Cc1cc2nnc(SCc3ccc(F)cc3)n2c2ccccc12	?	-7%	-11%[10.9 µM]	0%

All compounds of this part, from the start:
SMILES	IkB signaling	p53ts 39C kill	Peg3 imprint	p53ts 32C kill
COc1ccc(/C=C2\OC(=S)N(C)C2=O)cc1	·	7%	·	7%
Cc1nnc(NC(=O)CSC2CCCCC2)s1	-0.6%	12%	-32%[inhibitor]	3%
CCN(CC)S(=O)(=O)c1ccc(NC(=O)C(C)N(c2ccccc2)S(C)(=O)=O)cc1 (stereo unspecified)	·	-11%	·	2%
Cc1cc2nnc(SCc3ccc(F)cc3)n2c2ccccc12	?	-7%	-11%[10.9 µM]	0%
COC(=O)C(C)n1cnc2c(nnn2-c2ccc(OC)cc2)c1=O (stereo unspecified)	-1.5%	5%	3%	-9%
CCOC(=O)c1ccc(NC(=O)c2csnn2)cc1	?	?	-17%[10.9 µM]	?
O=C(COc1ccccc1)Nc1ccccc1N1CCCCC1	0.1%	-4%	-23%	-11%
O=C(CSc1nnc(Cn2nnc(-c3ccccc3)n2)n1-c1ccccc1)Nc1ccccc1	0.6%	-6%	-5%	-2%
Cc1ccc(Cl)cc1NC(=O)C1CCCN(S(=O)(=O)c2cccc3cccnc23)C1 (stereo unspecified)	?	-18%	-9%[10.9 µM]	12%
COc1ccc(C)c2sc(N(Cc3cccnc3)C(=O)COc3ccccc3)nc12	1.6%	10%	-9%[10.9 µM]	-1%
CC(=O)[C@@]1(O)CC[C@H]2[C@H]3C[C@@H](C)C4=CC(=O)C=C[C@]4(C)[C@@]3(F)[C@@H](O)C[C@]21C	11%[25.6 µM]	-8%[20.6 µM]	-3%[16.8 µM]	1%[20.6 µM]
CCOCCc1nn2c(=O)cc(COC(=O)COc3ccc(C)c(C)c3)nc2s1	0.0%	-8%	-2%[10.9 µM]	1%

3 of the compounds above, field by field.
CCOC(=O)c1ccc(NC(=O)c2csnn2)cc1
  IkB signaling: ?; p53ts 39C kill: ?; Peg3 imprint: -17%[10.9 µM]; p53ts 32C kill: ?
Cc1nnc(NC(=O)CSC2CCCCC2)s1
  IkB signaling: -0.6%; p53ts 39C kill: 12%; Peg3 imprint: -32%[inhibitor]; p53ts 32C kill: 3%
Cc1cc2nnc(SCc3ccc(F)cc3)n2c2ccccc12
  IkB signaling: ?; p53ts 39C kill: -7%; Peg3 imprint: -11%[10.9 µM]; p53ts 32C kill: 0%

Two entries drawn at random from the list so far, as already listed:
SMILES	IkB signaling	p53ts 39C kill	Peg3 imprint	p53ts 32C kill
O=C(COc1ccccc1)Nc1ccccc1N1CCCCC1	0.1%	-4%	-23%	-11%
COc1ccc(C)c2sc(N(Cc3cccnc3)C(=O)COc3ccccc3)nc12	1.6%	10%	-9%[10.9 µM]	-1%

Later entries.
SMILES	IkB signaling	p53ts 39C kill	Peg3 imprint	p53ts 32C kill
CCN(CC)c1nn2c(=O)c(C(=O)NCc3cccc(OC)c3OC)cnc2s1	-2.0%	-20%	-12%[10.9 µM]	-3%
CNC(=O)c1ccc(-c2sc3nc(N4CCOCC4)c4c(c3c2N)CCCC4)o1	?	0%	-14%	?
CCc1ccc(NC(=O)C2CCCN(S(=O)(=O)c3cccc4nonc34)C2)cc1 (stereo unspecified)	0.8%	-9%	-10%[10.9 µM]	-2%
CCOC(=O)N1CCN(C(=O)COc2ccc(S(=O)(=O)Nc3ccc(OCC)cc3)cc2)CC1	1.3%	6%	-4%	0%
CCOC(=O)CCc1c(C)nc2ncnn2c1C	-1.3%	-1%	3%	6%
COc1ccc2[nH]cc(CCNc3nc(-c4cccc(NS(C)(=O)=O)c4)nc4ccccc34)c2c1	-7.5%[11.4 µM]	?	1%	3%
Cc1ccc(NC(=O)CSc2nnc(-c3ccccc3Br)o2)cc1C	?	-1%	-9%	-2%
COc1ccccc1N(CC(=O)NCc1ccccc1)C(=O)CCC(=O)Nc1cc(C)ccn1	·	25%	·	20%
CN1CCN(C2(CNC(=O)c3ccc([N+](=O)[O-])cc3)CCCCC2)CC1	-0.3%	-8%	-4%[10.9 µM]	-7%
O=C(CSc1nnc(CNC(=O)c2cccs2)o1)NC1CCCC1	1.2%	-1%	-12%	-7%
CC(C)=C1C2C=CC1C(C(=O)Nc1cc(C)ccc1C)C2C(=O)O (stereo unspecified)	-0.6%	-7%	-11%	4%
CCOC(=O)N1CCC(NC(=O)CCCN2C(=O)CSc3ncccc32)CC1	0.8%	-11%	-9%	-19%
CCCC[C@@H]1CN2[C@H](c3ccc(Br)cc3)[C@H](C)CC[C@H]2C(=O)O1	·	13%[9.22 µM]	·	11%[9.22 µM]
O=C(Nc1cccc(C(F)(F)F)c1)c1ccc2snnc2c1	-1.2%	-12%	-13%[10.9 µM]	3%
Cc1cc(C)cc(NC(=O)CSc2nnc(-c3ccccc3C)o2)c1	2.2%	?	-61%[inhibitor]	-5%
COC(=O)[C@H](CCSC)NC(=O)Nc1ccc(C)cc1C	2.4%	5%	-10%	3%
COc1cc(S(=O)(=O)N(Cc2ccccn2)Cc2ccco2)ccc1-n1cnnn1	·	4%	·	0%
N#CC(=NCCO)C1=C(O)c2ccccc2C1=O	-0.9%[11.4 µM]	-16%[9.22 µM]	0%[10.9 µM]	?
CC(=O)Nc1ccc(NC(=O)CSc2nccn2Cc2ccc3c(c2)OCO3)cc1	1.8%	0%	?	1%
COc1ccc(OC)c(NC(=O)C(C)n2c(=O)c(-c3ccccc3NC(C)=O)nc3ccccc32)c1 (stereo unspecified)	-0.1%	-7%	-7%[10.9 µM]	0%
Cc1cc(NC(=O)c2ccc(N(C)S(=O)(=O)c3ccccc3)cc2)no1	?	-1%	2%	-8%
COc1ccccc1N1CCN(C(=O)C(Cc2ccccc2)NC(=O)C2CCCCC2)CC1 (stereo unspecified)	?	12%	-13%	4%
CC(C)CC(c1nnnn1Cc1ccco1)N1CCN(c2cccc(Cl)c2)CC1 (stereo unspecified)	2.6%	0%	-16%	8%
CCOc1ccc(S(=O)(=O)c2c(C(=O)c3ccc(CC)cc3)cnc3ccc(C)cc23)cc1	1.3%	-13%	-10%[10.9 µM]	13%
C[C@@H](c1ccccc1)N1C(=O)[C@H]2[C@H]3[C@H](O)[C@H](O)C/C(=N/NC(=O)OCc4ccccc4)[C@H]3CC[C@@H]2C1=O	·	4%[9.22 µM]	·	3%[9.22 µM]
Cc1ccc(Cl)cc1NC(=O)c1oc2ccc(S(=O)(=O)N3CCC4(CC3)OCCO4)cc2c1C	0.0%	-28%	-12%[10.9 µM]	3%
COC(=O)c1ccccc1NC(=O)c1nc(S(=O)(=O)Cc2cccc(C)c2)ncc1Cl	?	-14%	-39%[inhibitor][10.9 µM]	-13%
CC(C)(C)NC(=O)C(c1ccc(I)cc1)N(CCN1CCOCC1)C(=O)CCCNC(=O)c1ccccc1 (stereo unspecified)	·	-1%	-3%	4%
C=C1c2ccc(C)cc2NC(=O)N1c1ccccc1	·	-3%	·	-4%
COC(=O)c1ccc(NC(=O)c2ccco2)cc1	13%	?	-56%[inhibitor]	?
CC(C)c1ccc(NC(=O)Nc2csc3c2CCCC3)cc1	?	-25%	-5%[10.9 µM]	-2%
O=C(CSc1nnc(-c2ccco2)n1Cc1ccco1)NCc1cccs1	-1.1%	-3%	7%	3%
CCN1CCN(c2ncnc3c2cnn3-c2cc(Cl)ccc2C)CC1	?	?	15%[10.9 µM]	-2%
O=C1c2[nH]nc(-c3ccccc3O)c2C(c2cccc(Cl)c2)N1Cc1cccnc1 (stereo unspecified)	?	-6%	-11%[10.9 µM]	19%
Cc1ccc(N(CN2CCCC2=O)C(=O)c2ccc(C)c(C)c2)cc1	-5.7%	24%	-17%	9%
COc1ccc(O[C@H]2C=C[C@@H](c3ccccc3)O[C@H]2COC(=O)CC/C(C)=N\OC[C@@H](O)[C@H]2O[C@H]3OC(C)(C)O[C@H]3[C@@H]2O)cc1	·	7%[9.22 µM]	·	-1%[9.22 µM]

(further entries)
Fields: IkB signaling | p53ts 39C kill | Peg3 imprint | p53ts 32C kill
- COc1ccc(Cl)cc1NC(=O)Cn1c(=O)n(CCC(=O)NCc2ccc3c(c2)OCO3)c(=O)c2ccccc21
    15% | ? | -14%[10.9 µM] | ?
- CO/N=C1/c2cc(OC)ccc2O[C@@H](c2cccc(OC)c2)[C@H]1O
    · | -7%[9.22 µM] | · | -18%[9.22 µM]
- CCOC(=O)CSC1=C(C#N)C(c2ccccc2Cl)C(C(=O)OC)C(=O)N1 (stereo unspecified)
    -1.7% | -6% | -9% | -5%
- CCCOc1cccc(C(=O)Nc2cccc3cccnc23)c1
    ? | 2% | 6%[10.9 µM] | 17%
- CCCNC(=O)C1CCN(C(=O)N2CC(C)Oc3ccccc32)CC1 (stereo unspecified)
    ? | -25% | -18%[10.9 µM] | -2%
- C=CCNC(=O)c1nc2ccccc2s1
    · | -10% | · | -16%
- Cc1cc(N2CCCC2=O)cc(C)c1S(=O)(=O)NCCOc1ccccc1
    -0.2% | -4% | -18% | -1%
- COc1ccc(C)cc1NC(=O)CN(C)S(=O)(=O)c1ccc2c(c1)c(=O)n(C)c(=O)n2C
    -1.6% | -14% | -2%[10.9 µM] | 8%
- CCC(C)Sc1nc2c(cnn2-c2ccc(C)cc2)c(=O)[nH]1 (stereo unspecified)
    -3.1% | -1% | 0% | 10%
- O=C(CSCc1cnn(-c2ccccc2)c1-n1cccc1)NCc1cccc(Cl)c1
    1.6% | ? | -3%[10.9 µM] | -3%
- COc1ccc(NC(=O)c2cc(-c3ccc(OC)c(OC)c3)on2)cc1OC
    ? | 1% | -6% | -3%
- Fc1ccc(Nc2nc(SCc3ccccc3Cl)nc3ccccc23)cc1
    0.3% | ? | 12%[10.9 µM] | ?
- CCOc1ccc(-c2cc(C(=O)Oc3ccc(C#N)cc3)no2)cc1
    0.4% | -19% | 21%[10.9 µM] | -27%
- CC(C)C[C@H](NC(=O)OC(C)(C)C)C(=O)N1CCC(C(=O)N[C@@H](Cc2ccccc2)C(=O)O)CC1
    -1.4% | 6% | -13% | 3%
- O=C(Cn1nc(-c2ccccc2F)ccc1=O)NCc1ccc2c(c1)OCO2
    -0.5% | -6% | -18% | 3%
- O=C(Nc1ccc(C(=O)N2CCOCC2)cc1)Nc1cccc(Cl)c1
    -0.9% | -22% | -58%[inhibitor] | -14%
- CCCCOC(=O)Nc1cc(OC)c(Cl)cc1OC
    -1.7% | -1% | -8% | -3%
- CCCCCn1c(=N)c(S(=O)(=O)c2ccccc2)cc2c(=O)n3ccccc3nc21
    0.0% | 0% | -7%[10.9 µM] | 0%
- O=C(NCC(c1ccc2c(c1)OCO2)N1CCN(c2ccccc2)CC1)c1ccccc1F (stereo unspecified)
    ? | -14% | -8%[10.9 µM] | 19%
- CCN(CC)CCCN1C(=O)C(=O)/C(=C(/O)c2ccc3c(c2)OCO3)C1c1ccccn1 (stereo unspecified)
    -1.2% | 9% | 6% | -5%
- O=C(CC(=O)NCc1cccnc1)NCc1cccnc1
    0.3% | -1% | 7% | 4%
- Cc1nn(C)c2c1c(C(F)(F)F)cc(=O)n2C(C)C(=O)NCCC(C)C (stereo unspecified)
    ? | 2% | -13%[10.9 µM] | 7%
- COc1ccc(CNC(=O)c2ccc3c(c2)N(C)C(=O)CS3=O)cc1 (stereo unspecified)
    1.0% | 2% | -13% | 2%
- O=C1OC(C(=O)O)Cc2ccccc21 (stereo unspecified)
    · | 27% | · | 17%
- Cc1ccc(CNS(=O)(=O)c2cc(C(=O)Nc3ccc(C(C)C)cc3)ccc2F)cc1
    ? | ? | -16%[10.9 µM] | ?
- NC(=O)COc1ccc(-c2noc(COc3ccc(Cl)cc3)n2)cc1
    0.4% | -18% | -2%[10.9 µM] | 0%
